# Source: PubChem BioAssay
# APE1 inh – blocks human APE1 abasic DNA cleavage; recombinant APE1, TAMRA/BHQ-2 abasic DNA cleavage fluorescence; P27695; 0.35% of 350,000 active; AID 2517; Potency, µM (top dose mostly 65.8 µM), for inactives: top-dose activity change, negative = inhibition, hits mostly inhibitors;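 note: potency is the fitted concentration of half-maximal effect; plate controls were vehicle for no effect and reference inhibitor for full effect; nearly all actives have a fitted effect of over 55% in size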
# Target sequence (P27695 whole entry, looked up): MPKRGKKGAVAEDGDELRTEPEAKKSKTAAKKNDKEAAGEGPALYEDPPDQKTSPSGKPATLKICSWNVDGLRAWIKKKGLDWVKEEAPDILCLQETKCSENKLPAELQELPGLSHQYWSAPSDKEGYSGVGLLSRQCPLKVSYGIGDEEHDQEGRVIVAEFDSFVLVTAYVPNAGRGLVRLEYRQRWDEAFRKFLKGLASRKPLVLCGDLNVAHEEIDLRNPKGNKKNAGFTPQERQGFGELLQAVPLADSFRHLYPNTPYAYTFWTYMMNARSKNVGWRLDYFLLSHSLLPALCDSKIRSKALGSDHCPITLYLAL
#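 Readout is kinetic fluorescence (ex 525, em 598 nm) from cleavage of 50 nM TAMRA/BHQ-2 THF abasic duplex by 0.75 nM APE1, compound added 15 min beforehand at RT.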
# TRHR ag – agonists of human TRH receptor; P34981; TRHR cells, calcium flux fluo-8, FDSS agonist mode; activation, % at 2 µM; 0.18% of 360,000 active; AID 493084; in the data active = activation above about 30%; note: 0% is about no effect
# Target sequence (P34981 whole entry, looked up): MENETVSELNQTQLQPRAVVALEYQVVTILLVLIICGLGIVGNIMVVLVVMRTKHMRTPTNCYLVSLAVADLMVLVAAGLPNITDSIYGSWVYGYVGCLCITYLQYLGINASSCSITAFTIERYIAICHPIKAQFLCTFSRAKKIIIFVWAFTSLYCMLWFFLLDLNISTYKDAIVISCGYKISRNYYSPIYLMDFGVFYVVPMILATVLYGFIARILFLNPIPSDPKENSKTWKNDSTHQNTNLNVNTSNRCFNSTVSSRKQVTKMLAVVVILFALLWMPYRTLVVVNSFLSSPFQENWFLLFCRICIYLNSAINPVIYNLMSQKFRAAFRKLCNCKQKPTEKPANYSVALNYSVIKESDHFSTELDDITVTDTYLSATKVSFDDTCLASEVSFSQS
#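 TRHR-expressing cells, plated overnight in medium with 10% serum, were loaded with fluo-8 calcium dye at room temperature. After a 10 s baseline, library compound was pin-added and calcium release was recorded kinetically (ex 480/em 530) as agonist response.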
# POLK inh – blocks human DNA polymerase kappa activity; AID 588579; Q9UBT6; purified Pol kappa, fluorescent DNA synthesis assay, 10 min; Potency, µM (top dose mostly 107 µM), without a hit: at the highest dose activity, negative = inhibition, usual class: inhibitors; 0.53% of 400,000 active; note: potency is the fitted concentration of half-maximal effect; % is set by controls: 0 for no effect and ±100 for the full control effect
#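 Kinetic fluorescence readout at 0 and 10 min followed reaction start with substrate at 50 nM final. Beforehand, enzyme (10 nM Pol kappa) stood 15 min with compound at room temperature; buffer-only wells were negative controls.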
# BLM inh – inhibitors of human Bloom syndrome helicase BLM; recombinant BLM DNA unwinding, fluorescence dequenching; AID 2528; 0.2% of 350,000 active; Potency, µM (highest dose often 56.1 µM), without a hit: at the top dose activity change, negative = inhibition, hits mostly inhibitors;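 note: potency is the fitted concentration of half-maximal effect; plate controls were vehicle for no effect and no enzyme for full effect; nearly all actives have a fitted effect of over 35% in size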
# Anesthetic bind – candidate novel general anesthetic via apoferritin binding; P02791; apoferritin/1-aminoanthracene competitive binding, fluorescence; Potency, µM (titrated, usually from 77.5 µM), without a hit: at the highest dose activity change, negative = displacement, actives largely listed as inhibitors; 0.074% of 350,000 active; note: potency is the fitted concentration of half-maximal effect; % is set by controls: 0 for no effect and ±100 for the full control effect; nearly all actives have a fitted effect of over 20% in size
# Target sequence (P02791 2-175 limits assumed): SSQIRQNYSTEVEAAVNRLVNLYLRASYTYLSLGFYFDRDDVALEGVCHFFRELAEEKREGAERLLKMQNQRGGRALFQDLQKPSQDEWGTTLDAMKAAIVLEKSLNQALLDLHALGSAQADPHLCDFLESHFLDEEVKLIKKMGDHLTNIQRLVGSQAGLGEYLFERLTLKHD
#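 Probe: 1-aminoanthracene (50% saturated, PBS). Protein: horse-spleen apoferritin, 10 uM. Incubation: 10 min, room temperature. Detection: 380 nm excitation, 535 nm emission. Analysis: normalized response, four-parameter Hill.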
# POLI inh – DNA polymerase iota (human) inhibition; Q9UNA4; Pol iota fluorescent replication assay, 10 min; Potency, µM (titrated, usually from 115 µM), for inactives: at the top dose activity, negative = inhibition, hits mostly inhibitors; 1% of 390,000 active; note: potency is the fitted concentration of half-maximal effect
#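 Pol iota at 10 nM preincubated 15 min with compounds at room temperature; reaction started with fluorescent substrate, 50 nM final. Fluorescence read kinetically at 0 and 10 min; buffer-only wells as negative control.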
# ERG Ets-DNA blk – blocks human ERG Ets domain binding to DNA; AID 624246; fluorescence polarization, His-ERG Ets domain / labelled DNA; P11308; 0.028% of 370,000 active; Potency, µM (top dose mostly 76.9 µM), inactives show at the top dose FP activity, negative = inhibition, most hits filed as inhibitors; active = well fitted inhibition curve with a large enough effect in the polarisation, with a control signal flat; inconclusive = small, poorly fitted or top-dose-only effect, or effect the other way, or a change in a side signal; inactive = no such curve, though single readings can be large or run the other way; the % refers to the polarisation;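 note: polarization taken with two DNA probes labelled with fluorescein and Texas red; potency is the fitted concentration of half-maximal effect; % of control where 0% means no effect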
#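 His-tagged ERG Ets domain (1 uM in the protein solution; 300mM KCl, 50mM Tris-HCl, 1mM EDTA, 1mM DTT, pH 7.5) received compound, then a probe mix of 5 nM fluorescein-DNA and 100nM Texas-615-DNA. Fluorescence polarization was read for both dyes.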
# ALOX12 inh – inhibitors of human 12S-lipoxygenase ALOX12; AID 1671190; Potency, µM (series often up to 108 µM), inactives show at the highest dose activity change, negative = inhibition, most hits filed as inhibitors; 1.1% of 580,000 active; P18054; purified 12hLO, xylenol orange hydroperoxide absorbance; note: potency is the fitted concentration of half-maximal effect; % is set by controls: 0 for no effect and ±100 for the full control effect
#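 Hydroperoxide product was detected by ferrous iron/xylenol orange as the 573 to 405 nm absorbance ratio. Arachidonic acid at 40 uM (final) was turned over for 30 min at room temperature by 150 nM human 12hLO, pH 7.0 Hepes buffer, after 15 min compound preincubation.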
# POLB inh – inhibitors of human DNA polymerase beta | P06746 | Pol beta primer extension/strand displacement, fluorescence kinetic | Potency, µM (top dose mostly 114 µM), without a hit: at the highest dose activity change, negative = inhibition, hits mostly inhibitors | 1.3% of 340,000 active | AID 485314; note: potency is the fitted concentration of half-maximal effect; % is set by controls: 0 for no effect and ±100 for the full control effect
#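 Curves were derived by four-parameter Hill fits of normalized qHTS data. The kinetic fluorescent primer-extension read was taken at 0 and 10 min after 50 nM substrate, following a 15 min room-temperature preincubation of 10 nM enzyme with compounds.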
# The depositor's hits bear a star; i = inactive; u = inconclusive; x = no result given; & = joins results of further samples; [ ] = remark or other dose. Unless noted, calls come from the whole dose curve; as a rule, active = well fitted curve in the direction sought with a large enough effect; inconclusive = small, poorly fitted or top-dose-only effect, or another doubt; inactive = no such curve, though single readings can be large; an effect the other way counts as inactive or inconclusive.
# Each structure is followed by: TRHR ag	POLI inh	APE1 inh	BLM inh	Anesthetic bind	ERG Ets-DNA blk	ALOX12 inh	POLB inh	POLK inh
- Cc1ccc(CN2CCSc3ccc(C(=O)NCCCN4CCN(C)CC4)cc32)cc1
    0.3	13%	25%	-4%	117%[activator]	14%	-18%	52%	4%
- O=C(NCC1CCCO1)c1ccc(N2C(=O)C3CCCCC3C2=O)cc1 (stereo not drawn)
    1.0	1%	13%	-3%	-13%	0%	0%	51%	-4%
- CCOC(=O)CSc1nc2c(sc(=S)n2-c2ccccc2OC)c(=O)n1Cc1ccco1
    9.1	u	-5%	-5%	-14%	5%	-15%	34%	-8%
- CCOc1nc(CC(C)C)c2c(c1C#N)CC(C)(C)OC2
    -1.0	32%[activator]	3%	-6%	-14%	-8%	-6%	19%	-14%
- CCCCC[C@H]1CN(CCCC)C(=O)[C@@H]1CC(=O)NCc1ccc(OC)cc1
    -1.3	36%&54%[activator]	5%	-1%	-21%	-6%	3%	1%	2%&7%
- O=C(NCc1ccncc1)C1CCN(C(=O)c2cccc(Cl)c2)CC1
    0.3	57%[activator]	10%[12.4 µM]	-8%	3%	-6%	-2%	11%	-4%
- CC1=C(C(=O)Nc2nc3ccccc3s2)C(c2ccco2)C(C#N)=C(SCC(=O)NC2CCCCC2)N1 (stereo not drawn)
    0.2	1%	u	-9%	117%[activator]	20%	-18%	6%	-9%
- O=C(c1ccc2c(c1)OCO2)N1CCCN(C(=O)c2ccc3c(c2)OCO3)CC1
    -0.4	-5%	0%	1%	-8%	7%	1%	-21%	-4%
- CCOc1cccc(CNCCCSc2nnnn2C)c1
    -0.3	17%	x	1%	0%	-8%	-10%	13%	-8%
- CN(C)c1ccc(C(=O)N2CCN(C(=O)C3CCCO3)CC2)cc1 (stereo not drawn)
    x	25%	12%	x	x	13%	40%[activator]	x	11%
- Cn1cc(S(=O)(=O)N2CCN(c3ccccc3F)CC2)c(=O)n(C)c1=O
    -0.2	17%	6%	4%	3%	0%	13%	11%	10%
- O=C(COc1ccc2c3c(c(=O)oc2c1)CCC3)NC1CCN(Cc2ccccc2)CC1
    0.0	-2%	43%[activator]	2%	-6%	12%	-2%	32%	9%
- CCOC(=O)c1cc2c(c(CSc3nc4ccccc4c(=O)n3Cc3ccco3)c1)OCOC2
    0.3	-10%	-3%	-10%	-4%	-7%	11%	-11%	11%
- O=C(O)[C@H](Cc1ccccc1)Nc1ccc([N+](=O)[O-])cn1
    -0.8	-24%	3%	-1%	-13%	-5%	0%	23%	9%
- CC(C)CNC(=O)C(=O)NCC1OCCN1S(=O)(=O)c1cccs1 (stereo not drawn)
    x	23%	x	x	x	1%	i	x	-18%
- CCOc1cc([N+](=O)[O-])cc(/C=C2/NC(=O)N(Cc3ccccc3F)C2=O)c1O
    -1.9	u	u	-9%	-19%	-3%	u	u	u
- CCc1ccc(S(=O)(=O)NCCc2csc(-c3ccccc3)n2)s1
    1.1	u	-5%	-16%	-2%	x	u	7%	-11%
- O=C(NC(=S)Nc1ccc(F)cc1)c1ccc2c(c1)OCCO2
    1.0	0%	3%	-17%	-12%	-3%	u	0%	-6%
- COC(=O)CCc1nc2cc(Cl)ccc2n(Cc2ccccc2)c1=O
    0.7	-4%	0%	-9%	-13%	3%	-6%	1%	-8%
- CNc1ccc(S(=O)(=O)NCC(=O)OC(C)C(=O)N(C)Cc2ccccc2)cc1[N+](=O)[O-] (stereo not drawn)
    -0.3	-3%	15%	x	x	-3%	-7%	x	-4%

# Compound profiles, from the list above. Screens in order: TRHR ag	POLI inh	APE1 inh	BLM inh	Anesthetic bind	ERG Ets-DNA blk	ALOX12 inh	POLB inh	POLK inh
# Entry for O=C(COc1ccc2c3c(c(=O)oc2c1)CCC3)NC1CCN(Cc2ccccc2)CC1 = 0.0	-2%	43%[activator]	2%	-6%	12%	-2%	32%	9%
# Entry for O=C(NC(=S)Nc1ccc(F)cc1)c1ccc2c(c1)OCCO2 = 1.0	0%	3%	-17%	-12%	-3%	u	0%	-6%

# Carrying on.
# Each structure is followed by: TRHR ag	POLI inh	APE1 inh	BLM inh	Anesthetic bind	ERG Ets-DNA blk	ALOX12 inh	POLB inh	POLK inh
- COc1ccc(CC(=O)N2CCC(n3nccc3NC(=O)C3CCOC3)CC2)cc1 (stereo not drawn)
    0.4	-13%	21%	1%	-6%	3%	-2%	9%	-5%
- O=C(c1ccc2c(c1)N(Cc1ccc(Cl)cc1)C(=O)c1ccccc1S2=O)N1CCN(c2ccccc2F)CC1 (stereo not drawn)
    0.0	23%	x	-8%	-16%	2%	u	5%	-1%
- COCCN(C(=O)COC(=O)CCC(=O)c1ccc(Cl)cc1)c1c(N)n(Cc2ccccc2)c(=O)[nH]c1=O
    1.0	10%	10%	-4%	-23%	2%	-30%	26%	0%
- CC1=C(C(=O)OCc2ccccc2)C(c2ccc(N(C)C)cc2)NC(=O)N1 (stereo not drawn)
    -0.6	u	-2%	-6%	-10%	x	-12%	26%	-10%
- N#CCCN(C(=O)COC(=O)c1cc(=O)c2ccccc2o1)c1ccccc1
    0.0	7%	-6%	x	x	5%	4%	x	-17%
- CC(=O)Nc1ccccc1NC(=O)C/C(C)=N/NC(=O)c1cccnc1
    0.2	31%[activator]	21%	-2%	-1%	2%	-2%	0%	-4%
- Cc1ccc(/C=N/Nc2nc(N3CCCCC3)nc(N3CCCCC3)n2)o1
    -0.3	49%[activator]	-5%	-5%	-16%	-1%	-5%	u	3%
- Cc1ccc(S(=O)(=O)N(C)C)cc1NC(=O)C(C)Sc1ccccc1 (stereo not drawn)
    0.5	-2%	14%	1%	-8%	7%	-6%	26%	6%
- C[N+]1(CC(=O)OCCCc2ccccc2)CCCC1
    5.0	26%	7%	1%	8%	-2%	u	1%	-18%
- CC(=O)O[C@H]1C(=O)[C@@]2(C)C([C@H](OC(=O)c3ccccc3)[C@]3(O)C[C@H](OC(=O)[C@H](O)[C@@H](NC(=O)c4ccccc4)c4ccccc4)C(C)=C1C3(C)C)[C@]1(OC(C)=O)CO[C@@H]1C[C@@H]2O (stereo partly drawn)
    x	-10%[58.9 µM]	-1%&-3%	x	-14%	x	-2%[57.4 µM]	5%[57.1 µM]	-9%[60.1 µM]
- CC(C)C[C@H](NC(=O)[C@H](Cc1ccccc1)NC(=O)[C@@H]1CCCN1C(=O)[C@H](CC(=O)O)NC(=O)[C@@H]1CCC(=O)N1)C(=O)N[C@@H](CCCN=C(N)N)C(=O)N[C@@H](Cc1ccccc1)C(N)=O
    x	x	u	1%	-5%	x	x	x	9%[60.1 µM]
- COc1cccc(NS(=O)(=O)c2ccc3[nH]cc(C(=O)NCCc4ccc(C)cc4)c(=O)c3c2)c1
    -1.2	u	u	2%	-16%	11%	1%	u	-11%[60.1 µM]
- C=CCn1c(=NC(=O)c2sc3ccccc3c2Cl)sc2cc(S(N)(=O)=O)ccc21
    1.9	26%	2%	-20%	-8%	7%	x	8.9µM*	u
- O=[N+]([O-])c1ccc(CSc2ccc(S(=O)(=O)N3CCCC3)cn2)cc1
    0.1	-23%	-8%	x	x	-5%	x	x	1%
- CC(C)COc1ccc(C(=O)N(Cc2cccc(F)c2)C2CCS(=O)(=O)C2)cc1 (stereo not drawn)
    0.0	-10%	x	-5%	-8%	4%	0%	21%	4%
- CN(C)/C=N/c1c(C#N)cnn1-c1ccc(C(F)(F)F)cn1
    -0.5	21%	-3%	-1%	1%	x	-1%[57.4 µM]	-1%	-5%
- Cc1ccc(CNC(=O)c2nc(-c3ccc(Cl)cc3)n3c2CCCCC3)cc1
    0.0	7%	x	-11%	35%[activator]	2%	u	-3%	-25%
- C=CCN(c1ccccc1OC)S(=O)(=O)c1cccc(C(=O)OCC(=O)N2CC(C)OC(C)C2)c1 (stereo not drawn)
    x	2%	18%	x	x	13%	-25%	x	-8%
- CCN1C/C(=C/c2cccc([N+](=O)[O-])c2)C(=O)/C(=C/c2cccc([N+](=O)[O-])c2)C1
    0.0	-2%	0%	-3%	-10%	1%	-22%	-4%	-15%
- O=C(O)c1ccccc1C(=O)Nc1ccc(S(=O)(=O)N2CCCC2)cc1
    0.1	21%	77%[activator]	1%	2%	-8%	2%	8%	-25%
- Cc1cc(=O)oc2cc(OCC(=O)Nc3ccc(S(=O)(=O)N(C)C)cc3)ccc12
    0.2	28%	1%	-6%	2%	12%	-12%&-9%	u	7%
- Cn1c(-c2ccc3ccccc3n2)[n+](C)c2ccccc21
    -2.0	49%[activator]	-8%	-2%	-8%	-2%	u	u	2%
- Cc1nnc(SCC(=O)N2c3ccccc3CC2C)s1 (stereo not drawn)
    -0.2	-4%	0%	-3%	4%	-2%	-7%	12%	6%
- CCCn1c(C)cc(C(=O)COC(=O)CN=C2NS(=O)(=O)c3ccccc32)c1C
    -0.2	2%	2%	-6%	u	-1%	-11%	11%	-5%
- Cc1cc(-c2nnnn2-c2cc(Cl)cc(Cl)c2)no1
    -0.4	14%	-1%	0%	-2%	-10%	56%	14%	7%
- CC(=O)Nc1ccc(/C=C/c2nc3ccccc3o2)cc1
    -0.1	9%	-13%	0%	-7%	-4%	0%	4%	-4%
- Cc1ccc(NC(=O)NNc2cccc(Cl)n2)cc1
    -0.6	5%	-1%	1%	-5%	27%	-19%	23%	4%
- Cc1onc(-c2ccccc2)c1-c1ccnn1S(=O)(=O)c1ccc(Cl)cc1
    -1.2	55%[activator]	-10%	-19%	-6%	2%	29%	-6%	-5%
- O=C(/C=C/c1ccco1)NC(=S)Nc1ccccn1
    -0.6	-6%	-8%	-19%	-23%	5%	-6%	40µM*	-24%
- Cc1onc(-c2ccccc2)c1C(=O)NC(=S)NNC(=O)c1cc(-c2ccc(F)cc2)n[nH]1
    0.3	68%[activator]	-9%	-6%	-15%	0%	45µM*	-14%	-7%

# Some of the compounds tested; the hit share may differ from the screen's.
